MITF inh: human MITF inhibition, primary screen; AlphaScreen MITF homodimerization, bead proximity signal; inhibition, % at 2.6 µM; 650,000 tested, 0.91% active; in the data active means inhibition above about 50%;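 further: 0% = vehicle wells with protein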
TEAD-YAP block: TEAD-YAP interaction inhibition; inhibition, % at 9.12 µM; 640,000 tested, 1.4% active; HEK-TIYL cells, TEAD-Gal4/YAP UAS-luciferase luminescence; in the data active means inhibition above about 32%;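 further: 0% = median of test compound wells and 100% = reference inhibitor wells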
FBW7 activator: human FBW7 E3 ligase activation, primary screen; Q969H0; AlphaScreen FBW7–phospho-cyclin E peptide binding, activator screen; normalized activity (activation), % at 26.1 µM; 650,000 tested, 0.13% active; AID 1259310; in the data active means normalized activity above about 1.9%;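 further: purified mutant Fbw7 with reduced substrate affinity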
Target sequence (Q969H0 whole entry, looked up): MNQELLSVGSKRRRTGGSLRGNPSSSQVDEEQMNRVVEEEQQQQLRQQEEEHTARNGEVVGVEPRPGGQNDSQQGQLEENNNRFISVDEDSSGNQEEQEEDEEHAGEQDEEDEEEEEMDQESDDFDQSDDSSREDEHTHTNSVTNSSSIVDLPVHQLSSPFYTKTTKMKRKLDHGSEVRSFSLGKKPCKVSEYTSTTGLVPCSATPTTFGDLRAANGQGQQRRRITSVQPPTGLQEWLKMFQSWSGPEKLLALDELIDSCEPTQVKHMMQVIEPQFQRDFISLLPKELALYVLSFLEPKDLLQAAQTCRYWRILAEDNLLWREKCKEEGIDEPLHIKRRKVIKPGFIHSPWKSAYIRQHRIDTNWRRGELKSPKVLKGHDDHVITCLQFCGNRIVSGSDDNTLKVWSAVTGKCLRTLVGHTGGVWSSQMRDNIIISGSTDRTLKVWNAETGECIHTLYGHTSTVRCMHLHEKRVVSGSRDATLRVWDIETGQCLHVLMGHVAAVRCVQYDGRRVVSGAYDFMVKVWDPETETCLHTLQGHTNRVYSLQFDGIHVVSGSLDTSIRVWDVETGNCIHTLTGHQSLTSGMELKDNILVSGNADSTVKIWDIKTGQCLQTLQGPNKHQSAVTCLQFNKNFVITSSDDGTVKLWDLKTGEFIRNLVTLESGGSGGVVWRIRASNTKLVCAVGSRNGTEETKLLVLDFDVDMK
GPR151 activ: activators of human GPR151. Q8TDV0. PathHunter beta-arrestin GPR151 cells, luminescence. activation, % at 11.2 µM. 650,000 tested, 1% active. AID 1508602; in the data active means activation above about 4.9%;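 further: 0% = median of compound wells and 100% = cells with positive control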
An asterisk follows results filed as active; nt = not tested or not shown; & = joins results of further samples.

SMILES	MITF inh	TEAD-YAP block	FBW7 activator	GPR151 activ
CCCCCOC(=O)C1=C(C)N(C)C(=O)NC1c1ccc(Cl)c(Cl)c1 (stereo not drawn)	8	7	0.3	1.4
Cc1c(C(=O)NCC2CCCO2)oc2ccc(S(=O)(=O)N3CC(C)CC(C)C3)cc12 (stereo not drawn)	-13	-8	0.2	-1.4
COc1ccc(-c2nc(-c3ccccc3)c(-c3ccc(Oc4ccccc4)cc3)[nH]2)cc1	-4	-5	0.0	1.3
Cc1cc(/C=C2/C(=N)N3C=CSC3=NC2=O)c(C)n1-c1ccccc1Cl	4	92*	-0.1	0.5
O=C(CC1(O)C(=O)Nc2ccccc21)c1ccc(C2CCCCC2)cc1 (stereo not drawn)	10	-2	0.9	-0.2
CN(C)c1ccc(C(O)c2nc3ccccc3n2C)cc1 (stereo not drawn)	5	16	-0.4	1.5
COc1ccc(C2C3=C(CC(C)(C)CC3=O)Nc3ncnn32)c(OC)c1 (stereo not drawn)	12	3	0.1	-0.3
Cc1ccccc1N(c1ccc([N+](=O)[O-])cn1)c1ccc([N+](=O)[O-])cn1	15	6	-0.2	1.2
CC(CNC(=O)c1ccc2c(c1)CC(c1nc3ccc(-c4ccnc(N)n4)cc3[nH]1)CO2)c1cccs1 (stereo not drawn)	-6	45*	2.7*	0.7
O=C(Cc1cccc(O)c1)Nc1cnn(-c2cccc(C(=O)Nc3ccc(N4CCOCC4)cc3)c2)c1	-7	1	0.2	-0.7
Cc1ccc(-n2c(SCC(=O)Nc3cccc(C)c3)nc3c(c2=O)SCC3)cc1	14	9	0.7	0.1
COc1cc(/C=C/c2[nH]c(=O)[nH]c(=O)c2[N+](=O)[O-])ccc1OCc1ccccc1Cl	5	2	0.4	0.5
CCOC(=O)c1cnn(-c2ccccc2Cl)c1CNCCNC(C)=O	83*	1	0.2	-0.8
COc1ccc(CNCc2c(C(=O)O)n(Cc3ccccc3F)c3cc(OC)ccc23)cc1	10	9	-0.1	1.7
CCCn1nnc(NC(=O)c2cc3ccccc3cc2OC)n1	-5	-10	0.3	0.6

Overlap with the part before: 2 compounds, followed by the next part.
SMILES	MITF inh	TEAD-YAP block	FBW7 activator	GPR151 activ
COc1ccc(CNCc2c(C(=O)O)n(Cc3ccccc3F)c3cc(OC)ccc23)cc1	10	9	-0.1	1.7
CCCn1nnc(NC(=O)c2cc3ccccc3cc2OC)n1	-5	-10	0.3	0.6
CCOc1ccccc1NC(=O)CC(C)S(=O)(=O)c1ccc2c(c1)SCC(=O)N2 (stereo not drawn)	-6	-4	0.0	-1.4
N#CCCn1nnc(-c2ccccc2F)n1	8	-1	-0.1	-0.6
CN(Cc1ccccc1)S(=O)(=O)c1ccc(F)c(C(=O)Nc2ccc(Cl)cc2Cl)c1	10	-4	0.0	4.1
NC(=O)c1sc2[nH]c(=O)c(C(=O)O)cc2c1N	-4	4	0.2	2.4
CC1(C)OC2OC(C(=O)Nc3ccccc3)C3OC(C)(C)OC3C2O1 (stereo not drawn)	1	25	0.0	0.1
O=C(CSc1nnc(NC(=O)c2ccc(F)cc2)s1)NC1CCCCC1	-7	7	0.1	0.4
COC(=O)c1ccc(/C=N/NC(=O)COc2ccccc2C#N)cc1	2	-2	0.0	-0.9
Cc1c(CNCCc2ccccc2)c(C(=O)O)c(C)n1Cc1cccc(Cl)c1	22	5	0.0	-0.4
CCOC(=O)c1c(C)[nH]c(NC(=O)Nc2ccc(NC(C)=O)cc2)c1C	3	4	0.8	-0.6
O=C(Nc1ccc(Cl)c([N+](=O)[O-])c1)C(NCCCO)c1ccccc1 (stereo not drawn)	16	-4	0.3	-0.8
COc1cccc(C(=O)Nc2nn3c(-c4ccccc4)nnc3s2)c1	-5	2	0.0	0.7
C/C(=C1\SC(=S)NC1=O)c1ccc([N+](=O)[O-])cc1	3	8	0.2	-0.6
CCOc1ccc(NC(=O)C2C3C=CC4(O3)C2C(=O)N(Cc2cccnc2)C4C(=O)NC2CCCCC2C)cc1 (stereo not drawn)	-2	9	0.0	0.3
COc1ccc(-c2c(C#N)c(N)nc3sc(C(=O)Nc4ccccc4)c(N)c23)cc1OC	-9	5	0.0	-0.5
Cc1cccc(-n2sc3c(c2=S)-c2cc(C)cc(C)c2NC3(C)C)c1	-5	9	-0.4	0.0
Cc1cccc(C(=O)Nc2ccc(NC(=O)C(F)(F)F)cc2)c1	3	-12	-0.1	0.3
C(=N\Nc1cccc2cccnc12)/c1ccncc1	-2	-25	-0.1	-2.3
CCN(CC)S(=O)(=O)c1ccc2c(c1)c(C(=O)O)cn2C	-4	-3	-0.1	-0.5
CN(C)CCN(C(=O)c1cccc(C#N)c1)C1CCN(Cc2ccncc2)CC1	11	-1	0.0	0.8
O=C(CCl)c1ccc2c(c1)CCN2C(=O)C1CCCCC1	2	-3	0.0	0.4
Cc1nc(N(C)CCc2ccccn2)c2cc(-c3ccccc3)sc2n1	1	0	0.2	0.0
CCc1ccc(NC2CC(=O)N(c3ccccc3F)C2=O)cc1 (stereo not drawn)	-17	4	-0.2	-0.3
O=C1NCCC2C1N=C(N1CCCCC1)N2C1OC(CO)C(O)C1O (stereo not drawn)	-4	2	0.0	-0.5
O=c1[nH]nc(SCc2csc(-c3ccccc3)n2)c(=O)[nH]1	-2	-5	0.0	-0.1
COc1ccc2nc(C)cc(Nc3ccc(Oc4ccc(Cl)cc4)c(Cl)c3)c2c1	0	44*	-0.1	0.4
COc1cc(=O)n2c(c1C(=O)N(C)C(C)c1ccco1)CCN(C(=O)c1ccccc1)CC2 (stereo not drawn)	-3	-14	0.0	-1.2
Cc1ccc(S(=O)(=O)N/N=C/c2cccs2)cc1	-2	-3	-0.2	-1.1
COc1ccc(CCNC(=O)Cc2cn(-c3ccc(N4CCOCC4)nn3)c3ccccc23)cc1	7	-34	0.0	0.3
O=C1c2ccccc2C(=O)N1c1cccc(-c2csc(Nc3ccc(Cl)c(Cl)c3)n2)c1	-6	-1	-0.1	0.0
N=C1/C(=C\c2ccc(SCc3ccco3)o2)C(=O)N=C2SC(N3CCOCC3)=NN12	62*	-1	-0.4	1.0
CCCCC(=O)NNC(=O)CC(=O)Nc1ccccc1C(=O)O	8	9	0.0	2.1
Cc1ccc(OCC(=O)OC2CCS(=O)(=O)C2)cc1 (stereo not drawn)	-96	-1	0.0	1.3
CN(C)c1ccc(N2C(N)=NC(N)=NC2(C)C)cc1	-12	8	-0.1	-1.1
COc1cc(NC(=O)C(CC(C)C)N2C(=O)c3ccccc3C2=O)c(OC)cc1Cl (stereo not drawn)	2	7	-0.1	1.7
c1ccc(-c2ccc(Nc3ncnc4c3cnn4-c3ccccc3)cc2)cc1	7	7	-0.1	3.5
NC(=O)CSc1nnc(Cc2ccccc2)n1-c1ccc(F)cc1	-3	5	0.0	6.0*
Cc1ccc(Cl)c(OCCCCNCC2CCCO2)c1 (stereo not drawn)	19	2	0.1	2.4
CC1CCN(S(=O)(=O)N2CCC(C(=O)NCc3ccccn3)CC2)CC1	4	8	-0.3	1.8
CCSCCOC(=O)C1=C(C)NC2=C(C(=O)CC(C)(C)C2)C1c1cccs1 (stereo not drawn)	-7&5	-1&15	0.0&1.1	-0.9&-0.5
COc1cccc2c1OCCCN(C1CCC(=O)N(Cc3ccccc3C)CC1)C2 (stereo not drawn)	1	0	0.0	-0.2
CCOc1ccc(N2C(=O)CC(NCCc3c[nH]c4ccccc34)C2=O)cc1 (stereo not drawn)	5	-3	-0.1	-0.1
COc1cc(Nc2cc(C)nc(NCc3ccc4c(c3)OCO4)n2)cc(OC)c1OC	16	43*	0.8	4.4
CC(=O)CC(=O)c1ccc(C(C)C)cc1	4	-14	0.4	0.9
CC(C)(C)c1ccc(CSc2nc3c(c(-c4cccs4)c2C#N)CCCC3)cc1	-3	4	0.0	0.0
C=CCSc1nc(C2CC2)nc2c1c(=O)n(C)c(=O)n2C	1	0	-0.1	-1.7
Cc1noc(C)c1COC(=O)c1cc(=O)c2ccccc2o1	2	3	0.1	2.1
O=C1c2ccc([N+](=O)[O-])cc2C(=O)N1CC12CC3CC(CC(Br)(C3)C1)C2	17	15	0.2	1.4
c1c2c(cc3c1OCCO3)C1CN(C2)Cc2cc3c(cc21)OCCO3	6	10	-0.2	7.4*
OC1CSCc2nc3ccccc3n2C1 (stereo not drawn)	0	2	0.2	2.1
CC1=C(C(=O)OC2CCCCCC2)C(c2cccc(Br)c2)C2=C(CC(C)(C)CC2=O)N1 (stereo not drawn)	6	0	0.0	-0.3
Cc1nc([N+](=O)[O-])cn1Cc1nnc(N)s1	19	-4	1.6	0.1
CCc1c(C)nc(Nc2nc(C)c3ccc(C)cc3n2)[nH]c1=O	23	10	-0.2	-0.4
CCCc1ccc(C(=O)CN2C(=O)C(=O)N(C3CCCC3)C2=O)cc1	5	-8	0.2	0.6
O=C(O)CCC/C=C\C[C@H]1C(=O)C=C[C@@H]1CC[C@@H](O)CCc1ccccc1	-10	nt	nt	2.9
O=C(NC1CC1)c1ccc(-c2nc(NCc3cccc(C(F)(F)F)c3)c3[nH]cnc3n2)cc1	18	0	0.3	-1.8
CC(=O)N1c2ccc(S(=O)(=O)N3CCCC3C(=O)Nc3ccccn3)cc2CC1C (stereo not drawn)	5	11	0.0	-1.6
Cc1ccc(C(=O)O/N=C(\N)c2ccccc2Cl)cc1	7	-28	0.0	-1.0
O=C(CSc1nnc(COc2ccc(Cl)cc2)o1)N1CCOCC1	0	10	-0.1	-0.5
CCCCc1ccc(C(=O)N/C(=C\c2ccc(F)cc2)C(=O)Nc2ccc(C)c(F)c2)cc1	8	2	-0.1	0.2
CCOC(=O)c1c(-c2ccc(Cl)cc2)csc1/N=C/C1C(=O)CCCC1=O	13	-1	0.1	0.1
(continued)
SMILES	MITF inh	TEAD-YAP block	FBW7 activator	GPR151 activ
COc1cccc(-n2c(C)c(C)n3c4c(=O)n(Cc5ccc(F)cc5)c(=O)n(C)c4nc23)c1	9	7	0.1	0.9
O=C(Nc1ccc(Br)cc1)c1cc(-c2ccco2)on1	-11	-11	-0.3	-0.3
O=C(CN1CCCC1)Nc1ccc([N+](=O)[O-])cc1	0	-4	-0.1	1.8
CCOC(=O)c1ccc(NC(=O)Cn2c(C)cc(COC)c(C#N)c2=O)cc1	5	5	0.1	-0.5
COc1ccc(Nc2ncnc3[nH]ncc23)cc1	-9	-15	-0.4	2.0
N/C(=N/S(=O)(=O)c1ccccc1)c1ccc(F)cc1	7	2	-0.1	-0.3
CCOC(=O)c1c(NC(=O)C(C)Sc2nnc(CNC(=O)c3ccco3)n2-c2ccccc2OC)sc2c1CCCCC2 (stereo not drawn)	-12	-5	-0.1	2.3
CCOc1ccccc1NC(=O)CCc1nnc2ccc(N3CCN(C)CC3)nn12	5	5	-0.1	0.5
N=c1c2c(-c3ccccc3)c(-c3ccccc3)oc2ncn1CCO	9	-13	-0.3	1.6
O=C(CSc1nc(-c2ccccc2)cc(-c2ccccc2)n1)Nc1nc(-c2ccc(Br)cc2)cs1	12	5	0.1	1.2
CC(C)N1CCN(c2ncn(-c3ccc(Nc4ncc5ccc(-c6cnn(C)c6)c(Cl)c5n4)cc3)n2)CC1	-9	90*	-0.5	-0.8
COc1ccc(/C=C2\SC(=O)N(CC(=O)Nc3ccc(F)cc3)C2=O)cc1OC	3	-3	0.0	-0.1
CCC(C)c1ccc(NC(=O)c2cc(-c3ccc(Cl)c(Cl)c3)nc3ccccc23)cc1 (stereo not drawn)	0	4	0.0	-0.5
CCOc1ccc(-n2c(-c3cc(C)n(C)n3)n[nH]c2=S)cc1	13	5	0.1	-0.4
N#Cc1ccc(NC(=O)COCc2cc(-c3ccc4c(c3)OCO4)on2)cc1	1	-4	-0.1	-0.7

Exported comma-delimited: part of the list above
Structure,MITF inh,TEAD-YAP block,FBW7 activator,GPR151 activ
N=c1c2c(-c3ccccc3)c(-c3ccccc3)oc2ncn1CCO,9,-13,-0.3,1.6
O=C(CSc1nc(-c2ccccc2)cc(-c2ccccc2)n1)Nc1nc(-c2ccc(Br)cc2)cs1,12,5,0.1,1.2
CC(C)N1CCN(c2ncn(-c3ccc(Nc4ncc5ccc(-c6cnn(C)c6)c(Cl)c5n4)cc3)n2)CC1,-9,90*,-0.5,-0.8
COc1ccc(/C=C2\SC(=O)N(CC(=O)Nc3ccc(F)cc3)C2=O)cc1OC,3,-3,0.0,-0.1
CCC(C)c1ccc(NC(=O)c2cc(-c3ccc(Cl)c(Cl)c3)nc3ccccc23)cc1 (stereo not drawn),0,4,0.0,-0.5
CCOc1ccc(-n2c(-c3cc(C)n(C)n3)n[nH]c2=S)cc1,13,5,0.1,-0.4
N#Cc1ccc(NC(=O)COCc2cc(-c3ccc4c(c3)OCO4)on2)cc1,1,-4,-0.1,-0.7

Continued:
SMILES	MITF inh	TEAD-YAP block	FBW7 activator	GPR151 activ
COc1cccc(N2CCN(C(=O)C3=C(C)C(=O)OC34CCCCC4)CC2)c1	-5	-2	0.1	5.6*
CCCC1(c2ccccc2)NC(=O)N(CC(N)=O)C1=O (stereo not drawn)	2	15	0.0	-0.7
Cc1cc(C)n(CCNc2nc3c(F)cc(F)cc3s2)n1	1	2	-0.1	-0.6
COc1ccc(CCNC(=O)CCc2nc3cccnc3n2-c2ccccc2)cc1OC	6	-1	0.1	-0.8
O=C(O)CCNc1cc(N2CCC3(CC2)OCCO3)c2noc3c2c1C(=O)c1ccccc1-3	63*	26	-0.5	-2.1

Compound activity (PubChem BioAssay)

Rows were taken by chance (roughly 3.5% active in at least one column).
